# From PubChem BioAssay
# RBX1-CUL1 inh – human ROC1-CUL1 E3 ligase inhibition; P62877+Q13616; in vitro K48 di-Ub FRET, acceptor:donor ratio, 45 min; inhibition, % at 10 µM; 140,000 compounds, 0.6% hits; AID 1347404; in the data active = inhibition above about 25%
# Target sequence (P62877 whole entry, looked up): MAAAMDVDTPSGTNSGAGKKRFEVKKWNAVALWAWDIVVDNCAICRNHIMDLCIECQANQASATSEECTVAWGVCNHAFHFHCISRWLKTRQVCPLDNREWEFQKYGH
# Target sequence (Q13616 whole entry, looked up): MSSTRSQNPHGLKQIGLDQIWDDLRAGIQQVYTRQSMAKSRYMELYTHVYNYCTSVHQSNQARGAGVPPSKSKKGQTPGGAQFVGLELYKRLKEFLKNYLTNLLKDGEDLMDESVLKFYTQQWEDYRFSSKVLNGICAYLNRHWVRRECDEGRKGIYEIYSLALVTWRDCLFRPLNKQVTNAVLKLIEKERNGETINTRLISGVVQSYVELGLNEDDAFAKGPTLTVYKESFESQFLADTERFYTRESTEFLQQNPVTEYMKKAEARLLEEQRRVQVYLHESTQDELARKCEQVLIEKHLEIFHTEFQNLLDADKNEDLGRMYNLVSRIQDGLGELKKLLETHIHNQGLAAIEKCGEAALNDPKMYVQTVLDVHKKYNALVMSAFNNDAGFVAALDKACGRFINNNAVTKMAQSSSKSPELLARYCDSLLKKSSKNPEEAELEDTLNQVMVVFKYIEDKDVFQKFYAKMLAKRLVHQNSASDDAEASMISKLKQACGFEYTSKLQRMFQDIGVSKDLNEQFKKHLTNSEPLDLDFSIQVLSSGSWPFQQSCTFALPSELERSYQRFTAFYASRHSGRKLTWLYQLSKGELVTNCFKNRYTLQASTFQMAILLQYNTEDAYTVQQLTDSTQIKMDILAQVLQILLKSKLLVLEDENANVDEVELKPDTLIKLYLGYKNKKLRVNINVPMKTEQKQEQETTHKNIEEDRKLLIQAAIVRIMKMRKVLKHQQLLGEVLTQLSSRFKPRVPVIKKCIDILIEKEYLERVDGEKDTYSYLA
# * marks the source's active call; other numbers are inactive results. The list is partial (hit frequency here may not be typical).
smiles	RBX1-CUL1 inh
Brc1ccc(-n2nnnc2C2(N3CCOCC3)CCCCC2)cc1	8
O=C1/C(=C\c2ccccc2)N2CCC1CC2	11
CNC(=O)Oc1c(Br)cc2sc(=O)oc2c1Br	34*
CCC1(c2ccccc2)C(=O)NC(=O)N(CCN2CCOCC2)C1=O (stereo unspecified)	1
CCN(CC)C(=O)c1ccc2c(c1)C1C=CCC1C(c1ccc(Cl)cc1)N2 (stereo unspecified)	1
CC1=NN=C(c2cccnc2)C(C)CO1 (stereo unspecified)	1
CCn1ccnc1CN1CCCC(C(=O)c2sccc2C)C1 (stereo unspecified)	-3
N#Cc1cnn2c(C(F)(F)F)cc(C3CC3)nc12	-3
CC(C)c1c[n+]2ccc(OC(=O)N(C)C)cc2n1C	0
O=C(NCCN1CCOCC1)c1ccc(Cl)nc1	-7
Cc1ccc(NC2=NCCCS2)cc1	-2
C=CCN1CCOC(c2cccc(C(F)(F)F)c2)C1 (stereo unspecified)	4
O=C(NC1CC1)c1cn(Cc2ccccc2)cc(C(=O)N2CC[C@@H]3CCCC[C@H]3C2)c1=O	-1
CN(C)CC1CSCCC1(O)c1ccc(Cl)cc1 (stereo unspecified)	-1
CN(C)C(=O)Oc1cccc(-c2c[n+]3ccccc3n2C)c1	-8
O=C(NC(Cc1cnc[nH]1)C(=O)O)c1ccccc1 (stereo unspecified)	-7
CCOc1ccc(CN(CCc2ccc3c(c2)OCO3)Cc2ccc(C)cc2)cc1	1
CN(C)CCc1ccccc1Sc1ccccc1	3
CN(C)c1ncc(CN2CCCC(C(=O)c3cccc(Cl)c3)C2)s1 (stereo unspecified)	-6
CCc1nnc(NC(c2ccc(OC)cc2)P(=O)(Oc2ccccc2)Oc2ccccc2)s1 (stereo unspecified)	-2
C=Cc1ccc(Cn2c(C)c(CNCCc3cc(OC)ccc3OC)c(C(=O)O)c2C)cc1	-3
CCOc1ccccc1-n1c(CN2CCC(O)CC2)nc2ccccc2c1=O	8
O=c1c2ccccc2nc(-c2cccs2)n1-c1ccccc1	-7
O=C(Nc1ccc(Cl)cc1C(=O)c1ccccc1)c1cccc(F)c1	-7
CC12CN3CC(C)(CN(C1)C3c1ccccc1)C2 (stereo unspecified)	3
COC(=O)N(C)c1ccc(C(O)(C(=O)OC)C(F)(F)F)cc1 (stereo unspecified)	5
CCO[C@H]1[C@H](NC(=O)c2cccnc2)c2ccccc2C12CCN(C(=O)C1C(C)(C)C1(C)C)CC2	-1
CCCCCSc1cc(OC)c(CCN(C)C)cc1OC	1
CSc1ccc(CNC2CN3CCC2CC3)cc1 (stereo unspecified)	6
CC(C)CCNCc1cccnc1	5
COc1ccc2c(c1)c(C(=O)NCc1ccccc1)c(C)n2Cc1ccccc1	0
COCCOC(=O)C1C(=N)OC(C)=C(C(=O)c2ccccc2)C12C(=O)Nc1ccc(Br)cc12 (stereo unspecified)	6
CCCCN1CN=C2C(C1)C(=O)N(C)C(=O)N2C (stereo unspecified)	5
CCC(=O)OC1CCC2C3CCC4=CC(=O)CCC4(C)C3CCC12C (stereo unspecified)	13
Oc1ccc(Br)cc1Br	-9
CC(=O)c1c(C)nc(N2CCN(C)CC2)nc1C	5
CC(Cc1ccccc1Sc1ccc(O)cc1)N(C)C (stereo unspecified)	-1
Cc1ccc2c(c1)C1CN(C)CCC1N2S(=O)(=O)c1cccnc1 (stereo unspecified)	-5
CN1CCN(c2ccnc3cc(Cl)ccc23)CC1	-4
CCOc1ccccc1CN(CCc1ccc2c(c1)OCO2)Cc1ccc(CC)cc1	1
COCCOC(=O)C1C(=N)OC2=C(C(=O)CC(C)(C)C2)C12C(=O)Nc1ccc(Br)cc12 (stereo unspecified)	12
CCCCc1nc2ccccc2c(=O)n1-c1cccc(OC)c1	8
CCOC(=O)c1nc2ccccc2c(=O)n1-c1ccc(Br)cc1	-7
Cn1nnnc1SC1CCOC1=O (stereo unspecified)	-7
COC(=O)C1C2NC(=S)NC1(C)Oc1ccccc12 (stereo unspecified)	3
CCOC(=O)c1ccc(NC(=O)c2sc3nc4c(cc3c2N)N2CCC4CC2)cc1	-8
Cc1ccc(-n2c(-c3ccccn3)nc3ccccc3c2=O)cc1	4
COC(=O)C(OC(=O)Nc1ccc(OC)c(Cl)c1)(c1ccccc1)c1ccccc1	8
CN1C2CCC1CC(=NOC(c1ccccc1)c1ccccc1)C2	13
CCCNC(=O)N1Cc2ccccc2-n2cccc2C1c1ccccc1 (stereo unspecified)	-8
C/C=C(\C)CN1CCC2(CCCN(C)C2=O)C1 (stereo unspecified)	10
Cc1cccc(N2CCNCC2)c1C	2
CN1C2CCC1CC(OC1c3ccccc3CSc3sccc31)C2 (stereo unspecified)	7
CN1CCN(Cc2cccc(C(F)(F)F)c2)CC1CCO (stereo unspecified)	7
COc1ccc(C(=O)COC(=O)CCC(=O)Nc2ccc(Cl)cc2C(=O)c2ccccc2)cc1	-8
CN1CC2(C)OC(=O)C=C2CC1c1ccccc1 (stereo unspecified)	-1
CCOC(=O)c1ccc(NC(=O)c2cccn(Cc3ccccc3F)c2=O)cc1	14
CCOC(=O)C1=C(c2ccccc2)OC(=N)C(C(=O)OCC)C12C(=O)Nc1ccccc12 (stereo unspecified)	-16
COc1cc(C2c3c(c4ccccc4oc3=O)OC(=N)C2C#N)cc(OC)c1OC (stereo unspecified)	1
CNC(=S)P1(=O)N(Cc2ccccc2)C(=O)c2ccccc2N1CC(=O)OC (stereo unspecified)	4

# Another view of part of the listing above:
SMILES: CCn1ccnc1CN1CCCC(C(=O)c2sccc2C)C1 (stereo unspecified)
  RBX1-CUL1 inh = -3
SMILES: Oc1ccc(Br)cc1Br
  RBX1-CUL1 inh = -9

# Later entries
SMILES	RBX1-CUL1 inh
O=C1NC(=O)C(CCc2ccncc2)(Cc2cccs2)C(=O)N1	-8
O=c1[nH]c2ccccc2c(=O)n1-c1ccc(Cl)c(Cl)c1	13
Cc1ccccc1-n1c(C)nc2sccc2c1=O	5
O=C1CCC(c2ccc(N3CCNCC3)cc2)=NN1	8
O=C(CN1C(=O)CN=C(c2ccccc2)c2ccccc21)Nc1cccc(C(F)(F)F)c1	9
CN1CC2(C)CN(c3nccc(-c4ncnn4C)n3)CC(C)(C1)C2	2
CNC(=O)Oc1cccc(-c2c[n+]3cc(C)ccc3n2C)c1	1
CCOc1ccc(CN2C(=O)c3ccccc3Sc3ccc(C(=O)N4CCC5(CC4)OCCO5)cc32)cc1	-6
CSCc1nnc2n1-c1ccc(Cl)cc1C(c1ccccc1Cl)=NC2	1
C=CCN1C(=O)C2(C3=C(CC(C)(C)CC3=O)OC(=N)C2C(=O)OCC)c2ccccc21 (stereo unspecified)	14
COc1ccc(-c2nn3c(=O)cc(CN4CCN(C(=O)COc5ccc(F)cc5)CC4)nc3s2)cc1	-6
COC(=O)c1c(C)n(Cc2ccc(C(C)(C)C)cc2)c2ccc(O)cc12	0
Cc1nc2ccccc2c(=O)n1-n1cccc1	-4
Cc1ccc(-c2nc(CN3C(=O)CN=C(c4ccccc4)c4cc(Cl)ccc43)c(C)o2)cc1	2
C[C@@]12Cc3nc4ccccc4c(N)c3[C@]1(C)Cc1nc3ccccc3c(N)c12	1
COc1ccc(N2Cc3ccccc3C2=N)cc1	1
COc1ccc(Sc2ccccc2CC(C)N)cc1OC (stereo unspecified)	-1
O=C(CN1CCCC1=O)NCc1ccc2[nH]c3c(c2c1)CCCC3	-3
C=CC1CN2CCC1C(C(OC(=O)c1ccccc1OC(C)=O)c1ccnc3ccc(OC)cc13)C2 (stereo unspecified)	1
O=C1NC(=S)NC(=O)C1=Cc1ccccc1OCc1ccc(C(=O)O)cc1	-10
CCN(CC)C(=O)c1ccc(NC(=O)Cn2nc(-c3ccc(C)cc3)c3ccccc3c2=O)cc1	20
O=C1CCCCC(Cl)(Cl)N1	7
Cc1oc(-c2ccc(Cl)cc2)nc1CN1C(=O)CN=C(c2ccccc2)c2cc(Cl)ccc21	-10
CC(=O)OC1CC[C@@]2(C)C(CC(=O)C3C2CC[C@]2(C)C(OC(C)=O)CCC32)C1 (stereo partly specified)	5
COc1cccc(OC)c1C(=O)Nc1ccc(Cl)cc1C(=O)c1ccccc1	4
CC(C)NCC(O)c1ccc(C2CCCC2)cc1 (stereo unspecified)	-1
O=[N+]([O-])N1CCN(c2ccncc2S(=O)(=O)N2CCCCC2)CC1	0
COc1cc(CN2CCN(C(=O)Cc3ccccc3)CC2)cc(OC)c1OC	6
O=C1C(=O)c2c3ccccc3cc3cccc1c23	-1
CC(=O)Oc1ccccc1C(=O)OC1(C(=O)O)c2ccccc2-c2ccccc21	7
CC12CCC3(CC1CCC(CCO)N2)OCCO3 (stereo unspecified)	3
Cc1ncc2c(c1-c1noc(-c3cscn3)n1)CCNC2	-1
O=C(c1cn(Cc2ccccc2Cl)c2ccccc12)C(F)(F)F	-9
CCC1N2CC3(C)CN1CC(C)(C2)C3=O (stereo unspecified)	-7
CC(C)OC(=O)C1C2c3ccccc3C(c3ccccc32)C1C(=O)OC(C)C (stereo unspecified)	-1
CC1=C(C(=O)OC(C)C)C2(C(=O)Nc3ccc(Br)cc32)C(C(=O)OC(C)C)C(=N)O1 (stereo unspecified)	2
Cc1ccc(OCC(=O)Nc2ccc(Cl)cc2C(=O)c2ccccc2)cc1C	-6
O=C(O)C1C2CCC(O2)C1C(=O)NC1CCCCC1 (stereo unspecified)	-1
Cc1ccc(-c2nc(CN3C(=O)CN=C(c4ccccc4)c4ccccc43)c(C)o2)cc1	0
COC(=O)CC1=C(C(=O)OC)C2(C(=O)N(Cc3ccccc3Cl)c3ccccc32)C(C#N)C(=N)O1 (stereo unspecified)	9
CC(Cc1ccc(OCCCN(C)C)cc1)N(C)C (stereo unspecified)	-13
O=C1CN=C(c2ccccc2)c2cc(Cl)ccc2N1Cc1ccc(Cl)cc1	1
O=C(COc1ccccc1[N+](=O)[O-])N1CCN(CCc2ccccn2)CC1	-1
CCOC(=O)c1nc2ccccc2c(=O)n1-c1ccc(C)cc1C	7
COc1ccc(OC)c(NC(=O)Cn2cc(C(=O)c3ccccc3)c3ccccc32)c1	7
Cc1cccc(C)c1OCC(=O)Nc1ccc(Cl)cc1C(=O)c1ccccc1	4
CCOC(=O)C1C2c3ccccc3O[C@]1(C)N=c1s/c(=C/c3ccc(OC)cc3)c(=O)n12 (stereo partly specified)	-7
N=C1c2ccccc2CN1c1ccccc1	-5
C=CCC1(C(CC(C)=O)c2ccccc2)C(=O)NC(=O)NC1=O (stereo unspecified)	-2
CC1(C)C(C(=O)N2CCC(C3(c4ccccn4)NC(=O)N(CCc4cccs4)C3=O)CC2)C1(C)C (stereo unspecified)	-1
CCOc1ccc(CN(CCc2ccc3c(c2)OCO3)Cc2cccc(Br)c2)cc1	8
CC(C)(C)c1cc2c(c(C(C)(C)C)c1)Oc1cc(C#N)c(C#N)cc1O2	5
O=C(c1cccc(Cl)c1)C1CCCN(Cc2ccncc2)C1 (stereo unspecified)	8
CN1CCc2nc3sc(C(=O)NC(C)(C)C)c(N)c3cc2C1	-2
CN(C(=O)Cc1cccnc1)C1CCCN(CCCc2ccccc2)C1 (stereo unspecified)	1
O=C(Nc1ncc([N+](=O)[O-])s1)OCC(Cl)(Cl)Cl	14
O=C(NCc1cccnc1)Nc1ccccc1Cl	7
Cc1sc2ncnc(N3CCN(C)CC3)c2c1C	3
CN(C)CC(=O)c1ccccc1F	2
COc1cccc2c1OC1(C)CC2C(C(C)=O)C(=O)N1 (stereo unspecified)	-14

# Going on with the list.
SMILES	RBX1-CUL1 inh
O=C(NC1CONC1=O)OCC(Cl)(Cl)Cl (stereo unspecified)	12
CN(C)C(=O)Oc1cccc(-c2c[n+]3cc(C(F)(F)F)ccc3n2C)c1	-2
CN1CCN(C(=O)COc2ccc(F)cc2F)CC1	6
CC(Cc1cccnc1)NC1CCN(c2ccc(NC(=O)Cc3cccc(Cl)c3)cc2)CC1 (stereo unspecified)	13
O=C1NC(=O)C(=Cc2cc(-c3ccccc3)n(-c3ccc(Cl)cc3)c2-c2ccccc2)C(=O)N1	-2
Cn1c(=O)[nH]c(=O)c2c1nc(SCCCl)n2Cc1ccccc1Cl	-11
CCOc1cc2c(cc1/C=C/[N+](=O)[O-])OCO2	-3
Cc1ccc(C[N+]23CCN(CC2)CC3)cc1	-6
N#CCCN1CCN(c2ccc(F)cc2)CC1	-3
Cc1cc(C)cc(Cn2ccc(C)cc2=N)c1	6
Cc1ccc(-n2c(=S)[nH]c3ccc(C)cc3c2=O)cc1	6
COC(=O)CN1C(=O)C(O)N=C(c2ccccc2)c2cc(Br)ccc21 (stereo unspecified)	-1
ON=C1C(=Cc2ccccc2)N2CCC1CC2	-9
Cn1cc(Br)c(C(=O)Nc2ccc3c(C(F)(F)F)cc(=O)oc3c2)n1	-10
O=C(c1ccc2c(c1)OCO2)C1CCCN(C2CCSCC2)C1 (stereo unspecified)	4
CC12CCC3C(CCC4=CC(O)CCC43C)C1CCC2=O (stereo unspecified)	3

# Compounds from the list above that contain fluorine:
SMILES	RBX1-CUL1 inh
N#Cc1cnn2c(C(F)(F)F)cc(C3CC3)nc12	-3
C=CCN1CCOC(c2cccc(C(F)(F)F)c2)C1 (stereo unspecified)	4
O=C(Nc1ccc(Cl)cc1C(=O)c1ccccc1)c1cccc(F)c1	-7
COC(=O)N(C)c1ccc(C(O)(C(=O)OC)C(F)(F)F)cc1 (stereo unspecified)	5
CN1CCN(Cc2cccc(C(F)(F)F)c2)CC1CCO (stereo unspecified)	7
CCOC(=O)c1ccc(NC(=O)c2cccn(Cc3ccccc3F)c2=O)cc1	14
O=C(CN1C(=O)CN=C(c2ccccc2)c2ccccc21)Nc1cccc(C(F)(F)F)c1	9
COc1ccc(-c2nn3c(=O)cc(CN4CCN(C(=O)COc5ccc(F)cc5)CC4)nc3s2)cc1	-6
O=C(c1cn(Cc2ccccc2Cl)c2ccccc12)C(F)(F)F	-9
CN(C)CC(=O)c1ccccc1F	2
CN(C)C(=O)Oc1cccc(-c2c[n+]3cc(C(F)(F)F)ccc3n2C)c1	-2
CN1CCN(C(=O)COc2ccc(F)cc2F)CC1	6
N#CCCN1CCN(c2ccc(F)cc2)CC1	-3
Cn1cc(Br)c(C(=O)Nc2ccc3c(C(F)(F)F)cc(=O)oc3c2)n1	-10
